Compound activity deposited in PubChem BioAssay by National Center for Advancing Translational Sciences (NCATS).
Vif-APOBEC3F blk: inhibitors of Vif-A3F interaction. HeLa A3F-eYFP + Vif (tagged APOBEC3F with the HIV-1 protein that degrades it), YFP fluorescence increase. Potency, µM (top dose mostly 46.1 µM), without a hit: at the top dose activity, negative = active. 390,000 tested, 0.2% active. AID 602313; note: potency is the fitted concentration of half-maximal effect; % of control where 0% means no effect; nearly all actives have a fitted effect of over 65% in size
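HeLa cells stably expressing A3F-eYFP plus Vif, plated and incubated overnight at 37 deg C, then exposed to compounds overnight at 37 deg C. Blocked degradation read as raised yellow fluorescence (Ex 488/Em 500-530).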
RXFP1 antagonist: RXFP1 (human) relaxin receptor antagonism | activity change, negative = inhibition, % at 57.5 µM | 350,000 tested, 0.59% active | HEK293-RXFP1, relaxin-stimulated cAMP HTRF, 30 min; active compounds read low;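 active = activity change of -60% or lower, but not beyond a set lower limit; inconclusive = change between -60% and -40%, or beyond the set limit; inactive = change above -40%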; note: % is set by controls: 0 for no effect and ±100 for the full control effect
D2 potentiator: positive allosteric modulators of human D2 dopamine receptor; potentiation, % at 10 µM; AID 485347; 340,000 tested, 0.34% active; HEK293 T-REx D2, calcium flux, EC20 dopamine potentiation;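 active = potentiation over 3 SD above the plate norm, cut at about 30% in these data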; note: 0% is about no effect
Target sequence (P14416 whole entry, looked up): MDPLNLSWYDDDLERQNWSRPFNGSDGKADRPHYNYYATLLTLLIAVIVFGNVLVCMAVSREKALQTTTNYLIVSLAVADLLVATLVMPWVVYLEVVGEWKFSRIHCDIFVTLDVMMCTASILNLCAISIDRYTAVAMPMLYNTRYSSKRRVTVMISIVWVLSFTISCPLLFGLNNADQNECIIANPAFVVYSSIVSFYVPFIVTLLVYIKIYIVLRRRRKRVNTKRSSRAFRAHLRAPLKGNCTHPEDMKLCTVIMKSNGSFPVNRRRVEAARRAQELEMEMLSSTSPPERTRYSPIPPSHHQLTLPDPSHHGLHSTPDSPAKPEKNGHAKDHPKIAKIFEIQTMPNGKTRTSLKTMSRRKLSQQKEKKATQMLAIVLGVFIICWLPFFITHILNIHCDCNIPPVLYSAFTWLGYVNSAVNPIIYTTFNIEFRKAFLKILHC
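Potentiation of an EC20 dopamine calcium response measured kinetically over 180 s, after a preceding 180 s compound-only read flagging agonists. Cells: inducible Hek293 Trex D2 line, 4000/well, cultured overnight at 30 C before dye loading.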
D1 ag: agonists of human D1 dopamine receptor; P21728; HEK293 T-REx D1 cells, calcium flux, agonist mode; activation, % at 2 µM; 360,000 tested, 1% active; in the data active = activation above about 30%; note: 0% is about no effect
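Tetracycline-induced HEK293 TREx D1 cells, force-coupled to calcium signalling, were dye-loaded with a no-wash calcium kit. Compound was pin-added after a 10 s baseline. Fluorescence was read kinetically at 1 cycle/s for 180 s, with calcium rises flagged as agonism.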
D1 antag: blocks dopamine activation of the human D1 receptor. 360,000 tested, 3.2% active. activity change, negative = inhibition, % at 10 µM. P21728. HEK293 TREx D1 cells, calcium flux, dopamine EC80; active compounds read low; in the data active = activity change below about -30%; note: % is set by controls: 0 for no effect and ±100 for the full control effect
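After overnight tetracycline induction at 30 C, force-coupled D1 HEK293 cells took up a no-wash calcium dye at room temperature. Compounds were added and monitored 180 s, and the response to EC80 dopamine was then recorded.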
GRP78 ERSR act: induces the endoplasmic reticulum stress response in human glioma cells; U87-MG GRP78 promoter luciferase reporter, 16 h; 420,000 tested, 0.02% active; AID 602332; Potency, µM, without a hit: at the top dose activation, actives largely listed as activators; note: potency is the fitted concentration of half-maximal effect; series mostly up to about 76 µM; % of control where 0% means no effect; nearly all actives have a fitted effect of over 35% in size
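ERSR induction read as luciferase luminescence (Bright-Glo, 10 min at room temperature) in stably transfected human U87-MG glioma cells exposed to compounds for 16 h, using GRP78 as sensor.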
RXFP1 ag: RXFP1 (human) receptor agonism; HEK293T-RXFP1 cAMP TR-FRET, 30 min; response scale: percent of porcine relaxin response, buffer zero; AID 2676; Potency, µM (titrated, usually from 57.5 µM), without a hit: at the top dose activation, hits mostly activators; Q9HBX9; 370,000 tested, 0.3% active; note: potency is the fitted concentration of half-maximal effect; % is set by controls: 0 for no effect and ±100 for the full control effect; nearly all actives have a fitted effect of over 60% in size; many of its hits are not listed in these tables
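Agonist response is measured as cAMP accumulation in an RXFP1-transfected HEK293T line under PDE4 inhibition. Values are scaled between buffer-only and 29 nM porcine relaxin, and EC50s come from standard Hill equation fits.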
Vif-APOBEC3G blk: blocks the Vif interaction with human APOBEC3G. HeLa A3G-eYFP + Vif (tagged APOBEC3G with the HIV-1 protein that degrades it), YFP fluorescence, overnight. AID 602310. 410,000 tested, 0.076% active. Potency, µM (series often up to 46.1 µM), for the others: at the top dose activity, negative = active, actives largely listed as inhibitors. Q9HC16;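 note: potency is the fitted concentration of half-maximal effect; % is set by controls: 0 for no effect and ±100 for the full control effect; nearly all actives have a fitted effect of over 60% in size; hits raise eYFP signal because A3G escapes Vif-driven loss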
Target sequence (Q9HC16 whole entry, looked up): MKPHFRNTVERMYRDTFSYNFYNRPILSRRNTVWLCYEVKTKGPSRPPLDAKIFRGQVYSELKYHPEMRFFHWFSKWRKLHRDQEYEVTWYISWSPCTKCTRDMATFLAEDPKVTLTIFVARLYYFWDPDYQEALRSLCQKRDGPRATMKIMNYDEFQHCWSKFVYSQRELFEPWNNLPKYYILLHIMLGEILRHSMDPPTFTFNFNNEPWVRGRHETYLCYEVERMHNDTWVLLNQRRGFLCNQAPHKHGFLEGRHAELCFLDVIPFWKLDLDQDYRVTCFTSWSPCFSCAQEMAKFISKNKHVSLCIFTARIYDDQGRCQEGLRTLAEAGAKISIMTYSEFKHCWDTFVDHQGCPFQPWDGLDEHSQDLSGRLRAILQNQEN
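Read-out is eYFP fluorescence (Ex 488/Em 500-530) from Vif-expressing HeLa A3G-eYFP cells; more signal means A3G escaped Vif-mediated degradation. Cells plated overnight, compound pinned in, incubated overnight at 37 deg C.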
D1 PAM: human D1 dopamine receptor positive modulation. potentiation, % at 10 µM. 360,000 tested, 0.036% active. P21728. HEK293 TREx D1 cells, calcium flux, dopamine EC20 potentiation; in the data active = potentiation above about 30%; note: 0% is about no effect
An asterisk follows results filed as active; ? = inconclusive; / = not tested or not shown; & = joins results of further samples. Unless noted, calls come from the whole dose curve; as a rule, active = well fitted curve in the direction sought with a large enough effect; inconclusive = small, poorly fitted or top-dose-only effect, or another doubt; inactive = no such curve, though single readings can be large; an effect the other way counts as inactive or inconclusive. A portion of the library; count on the stated rates, not on these rows.

SMILES	Vif-APOBEC3F blk	RXFP1 antagonist	D2 potentiator	D1 ag	D1 antag	GRP78 ERSR act	RXFP1 ag	Vif-APOBEC3G blk	D1 PAM
CCS(=O)(=O)N1Cc2ccccc2CC1C(=O)Nc1ccc(OC)cc1 (centres undefined)	-16%	-5	10	0	-8	-2%	0.6%	-6%	-3
COc1ccccc1-c1ccc(SCc2ccccc2)nn1	-15%	-33	1	5	-23	2%	0.1%	0%	-4
C#CCn1c(=NC(=O)c2cccs2)sc2cccc(OC)c21	-3%	4	0	8	-22	-3%	3.0%	-6%	/
COc1ccccc1-c1cc2nc(C)c(CCC(=O)NCc3cccc(Cl)c3)c(C)n2n1	-4%	/	6	5	2	-9%	-1.6%	-5%	-5
Cc1cc(C)n(-c2nnc(NCc3ccc(Cl)cc3)nn2)n1	-2%	4	0	20	9	5%	-0.2%	9%	-5
Cc1c(C(=O)OCC2CCCO2)[nH]c2c1C(=O)CC(c1ccco1)C2 (centres undefined)	-10%	-10	-6	5	2	-2%	-0.1%	?	-5
COc1ccc(C(=O)N/N=C(/C)c2cccc(NC(=O)c3ccccc3F)c2)cc1	8%	-16	5	4	-5	-3%	2.7%	0%	3
O=c1cnn(Cc2ccc(F)cc2)c2ccccc12	-14%	3	4	6	-29	-3%	0.7%	10%	/
COc1cc(NC(=O)COc2ccccc2Cl)ccc1NC(=O)C(C)C	12%	12	-1	1	0	6%	3.7%	6%	-2
O=C(c1cccc(C(F)(F)F)c1)C1CCCN(Cc2cccn2-c2ncccn2)C1 (centres undefined)	-8%	-5	-9	14	9	-5%	2.2%	7%	-3
Cc1ccc(C(=O)NC(=S)Nc2cccc3nsnc23)cc1	0%	-4	-15	1	10	14%	9.8%	-7%	5
Cc1cc(=O)oc2cc(OCC(=O)Nc3c(Cl)cccc3C(F)(F)F)ccc12	7%	-13	-5	6	-26	-4%	1.6%	-12%	-8
CCOCCn1c(=O)c2c(nc3n2CCN3c2ccc(CC)cc2)n(C)c1=O	-6%	0	/	/	/	0%	/	2%	/
S=C1SCN(Cc2cccs2)CN1Cc1cccs1	?	5	/	/	/	-9%	/	?	/
CCOC(=O)C1CCCN(S(=O)(=O)c2ccc(S(=O)(=O)N(CC)CC)cc2)C1 (centres undefined)	1%	4	4	13	-18	-1%	-1.6%	4%	-4
O=C(NCc1ccccc1)[C@@H]1CSC2c3ccccc3C(=O)N21 (some centres undefined)	-7%	4	-7	1	-6	-3%	9.4%	0%	1
O=C(c1ccccc1)N1CCCCC1CCN1CCCCC1 (centres undefined)	8%	11	0	0	-3	-5%	-1.7%	1%	2
c1ccc2c(c1)OC(CCCN1CCCCC1)c1ccccc1S2 (centres undefined)	4%	?	-28	14	-85*	-9%	1.8%	4%	-7
CCn1nc(C)cc1C(=O)N1CCCC(C(=O)c2cccc(OC)c2)C1 (centres undefined)	-17%	10	6	13	0	0%	-1.5%	0%	-4
O=S(=O)(NC1=NCCC1)c1cccs1	-6%	-31	0	2	-1	-5%	1.2%	1%	6
CCc1cccc(C)c1NC(=O)CN1C(=O)NC(C)(CCC(C)C)C1=O (centres undefined)	1%	11	/	/	/	-2%	/	1%	/
Cc1ccc(C2C(C#N)C(C#N)N3CCCN23)cc1 (centres undefined)	-7%	-1	-7	2	-19	0%	-2.2%	1%	6
C=CCOc1ccc(/C=C/C(=O)OCC(=O)NC(C)c2ccc(F)cc2)cc1 (centres undefined)	-4%	-3	-4	7	18	-1%	-1.2%	-5%	6
CN1CCN(S(=O)(=O)c2cccc(C(=O)Nc3cc(C(N)=O)cc(C(N)=O)c3)c2)CC1	3%	6	-9	2	-11	-3%	-3.1%	5%	-4
COc1ccc(Cl)cc1C(=O)OCC(=O)N1CCCC(C)C1 (centres undefined)	-2%	1	/	/	/	-1%	/	1%	/
COc1ccc(Cc2c(Cl)ncnc2Cl)cc1	-14%	3	-9	11	1	-7%	-1.1%	-28%	2
NC(=O)C1CCN(C(=O)/C=C/c2cc(Br)ccc2F)CC1	-1%	-3	5	5	-9	3%	2.6%	0%	0
CC(=O)NC1CSCC1OC(C)=O (centres undefined)	-5%	-20	-8	2	7	-2%	0.1%	0%	-6
COc1ccc(OC)c(N=Cc2c(O)c3ccccc3oc2=O)c1	10%	14	8	3	-6	-2%	-1.2%	1%	-3
Cc1c(Cl)cccc1NC(=O)Nc1c[nH]c(=O)[nH]c1=O	-3%	-3	9	2	-1	-1%	0.5%	2%	-4
Cc1ccc(CSCC(=O)NCc2ccc3c(c2)OCO3)cc1	2%	-21	11	2	-7	-6%	-1.8%	0%	4
CCCCN1C(=O)C(=O)N(CC(=O)Nc2cc(S(=O)(=O)N(C)C)ccc2C)C1=O	1%	-1	-8	2	7	-5%	2.5%	-2%	-1
Cc1ccc(S(=O)(=O)NN2C(=O)c3ccccc3NC2c2ccccc2F)cc1 (centres undefined)	10%	4	-7	3	-22	-1%	2.3%	-5%	-5
COc1cc(OC)c2c(-c3ccccc3)cc(=O)oc2c1C(CC(=O)N1CCCC1)c1ccc2c(c1)OCO2 (centres undefined)	4%	/	7	12	-36*	-4%&-1%	0.8%	0%&-2%	-8
CCOc1ccc(NC(=O)CSc2nc3ccsc3c(=O)n2CCC(=O)O)cc1	-1%	7	-13	0	0	5%	2.7%	3%	0
O=c1c2ccccc2nc(COc2ccccc2)n1/N=C/c1cn[nH]c1-c1ccccc1	-12%	-7	0	4	-2	-2%	0.1%	-8%	-4
CCCn1c(SCC(=O)NC23CC4CC(CC(C4)C2)C3)n[nH]c1=O	0%	-6	7	9	14	-8%	1.5%	1%	0
CC1Cc2ccccc2N1C(=S)Nc1cccc(S(=O)(=O)N(C)C)c1 (centres undefined)	-3%	4	13	3	-9	-5%	2.1%	-2%	9
O=C1c2ccccc2C(=O)C1c1ccc2ccccc2n1	-17%	-8	-2	2	-8	-7%&-5%&-5%	-0.2%	1%&4%&6%	6
CCOC(=O)CN(Cc1ccccc1)S(=O)(=O)c1ccc(NC(C)=O)cc1	-3%	-19	-2	10	-6	-2%	-0.7%	-2%	4
COc1ccccc1N1CC(O)=C(c2nc3ccccc3s2)C1=N	-26%	-25	-3	11	0	5%	0.0%	?	-7
Cc1cccc(C)c1NC(=O)CNC(=O)CNC(=O)c1ccc2c(c1)OCO2	7%	-9	1	1	6	-2%	0.0%	0%	1
Cc1c(Cl)c(-c2n[nH]c(=S)n2Cc2ccco2)nn1C	-8%	-25	-12	2	4	-6%	2.1%	0%	0
CCN(CC)c1ccc2cc(-c3nc4sc5c(c4c(=O)[nH]3)CCC(C(C)(C)C)C5)c(=O)oc2c1 (centres undefined)	?	10	0	0	-5	-2%	?	10µM*	-3
Cc1cccc(N2C(=O)c3ccc(C(=O)Nc4ccccn4)cc3C2=O)c1	-7%	2	7	8	-6	-2%	-0.4%	-4%	-4
CC(C)c1nn2c(=O)cc(COC(=O)c3ccc(NC(=O)c4cccs4)cc3)nc2s1	-1%	2	1	16	-18	0%	8.9%	3%	0
COc1cccc(-c2nc(Oc3cc(C)cc(C)c3)c3ccccc3n2)c1O	/	/	2	2	-5	/	-1.1%	/	2
CCn1c(C)c(C(=O)O)c2cc(OC)c3ccccc3c21	4%	1	6	1	6	-8%	-1.9%	-6%	3
O=C(O)CCSCC(=O)c1ccc2c(c1)OCCO2	-10%	-19	4	1	-4	-10%	0.2%	-3%	-8
Clc1ccc(-n2ncc3c(NCc4cccnc4)ncnc32)cc1Cl	3%	-3	-11	2	8	4%	22%	-1%	-7
CCN1C(=O)NC(c2ccccc2)(c2ccccc2)C1=O	0%	-3	/	/	/	-3%	/	2%	/
O=C(CSc1ncn(-c2ccccc2)n1)Nc1nc(-c2ccccc2)cs1	0%	-9	-1	1	8	4%	-0.1%	0%	-3
CC(C)C(NC(=O)CN(c1ccc2c(c1)OCCO2)S(=O)(=O)c1ccccc1)C(C)C	20%	-16	/	/	/	7%	/	-1%	/
CC(C)c1ccc(S(=O)(=O)c2nnn3c2nc(NCc2cccs2)c2sccc23)cc1	0%	3	-8	3	-7	0%	?	-2%	3
CCC1=C(c2ccc(C)cc2)S(=O)(=O)N=C1N1CCC(C(=O)Nc2ccccc2C(=O)OC)CC1	/	-4	16	2	7	/	-0.1%	/	-8
CCCN1CNC(=S)N(c2cccc(C)c2C)C1	9%	4	-4	2	-2	-2%	1.8%	-3%	-5
OCc1c(OCc2cccc(F)c2)ccc2ccccc12	-2%	2	6	5	9	6%	-0.5%	1%	-7
C/C(=N/NC(=O)c1ccc(-c2ccccc2)cc1)c1cccc(O)c1	3%	1	13	0	-22	7%	-1.6%	-8%	-7
C/C(=N\NC(=O)C1CC1c1ccccc1)c1cccc([N+](=O)[O-])c1 (centres undefined)	-1%	2	-27	1	2	9%	6.3%	-23%	-5
C1CCCCCC(NCCN2CCNCC2)CCCCC1	-10%	-26	6	1	17	-5%	-2.5%	3%	-4

Of the compounds above, two contain a furan ring, fused or not.
SMILES	Vif-APOBEC3F blk	RXFP1 antagonist	D2 potentiator	D1 ag	D1 antag	GRP78 ERSR act	RXFP1 ag	Vif-APOBEC3G blk	D1 PAM
Cc1c(C(=O)OCC2CCCO2)[nH]c2c1C(=O)CC(c1ccco1)C2 (centres undefined)	-10%	-10	-6	5	2	-2%	-0.1%	?	-5
Cc1c(Cl)c(-c2n[nH]c(=S)n2Cc2ccco2)nn1C	-8%	-25	-12	2	4	-6%	2.1%	0%	0

(further entries)
SMILES	Vif-APOBEC3F blk	RXFP1 antagonist	D2 potentiator	D1 ag	D1 antag	GRP78 ERSR act	RXFP1 ag	Vif-APOBEC3G blk	D1 PAM
COc1cc(NC(=O)CSc2nncn2C)cc(OC)c1OC	-2%	2	-1	3	-16	-4%	-1.6%	0%	-3
CC(=O)Nc1nc(-c2ccccc2)nc(-c2ccccc2OC(C)=O)n1	0%	8	-5	0	-1	2%	-0.2%	-1%	-2
CCn1c(COc2ccc3ccccc3c2C)nnc1SCC(=O)Nc1cccc(C(=O)O)c1	-29%	-14	-9	1	2	-4%	0.1%	-10%	-3
Cc1nc2c(c(=O)c3ccccc3n2C)c(=O)n1-c1ccc(F)cc1	4%	4	8	3	-2	0%	1.1%	2%	7
